ERAP1 HTS inh: ERAP1 (human) enzyme inhibition | inhibition, % at 10.7 µM | recombinant ERAP1, Leu-AMC fluorescence, 60 min | hit rate 0.15% among 340,000;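 active = mean replicate inhibition of at least 30%, or all replicates individually reaching that 30% level; inactive = mean below 30% and not every replicate reaching it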;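 also: 0% = neutral control wells and 100% = L-leucinethiol positive control wells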
RAD52 inh: RAD52 (human) annealing inhibition | P43351 | AID 651710 | hit rate 0.46% among 360,000 | inhibition, % at 18.7 µM | recombinant RAD52 DNA annealing, FRET fluorescence;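 active = every replicate showing at least 50% inhibition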
ERp5 inh: blocks human ERp5 reductase activity on insulin | Q15084 | ERp5 insulin aggregation, absorbance 650 nm, 90 min | hit rate 0.05% among 350,000 | inhibition, % at 9.99 µM;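 active = mean replicate inhibition above about 25%, with every replicate also reaching it, limit read from the data, passing the limit was not always enough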
Xi reactivation: reactivates the inactive X chromosome in mouse fibroblasts. hit rate 0.055% among 360,000. AID 743238. XiGFP mouse fibroblasts, % GFP-positive cells imaging, 3 d; cells co-treated with 5-aza-dC sensitizer; scaled so ellipticine positive control = 100%. activation, % at 7.58 µM;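 active = mean normalized replicate activation at least 10% and every replicate at or above 10%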;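 also: 0% = median of on-plate neutral control wells and 100% = ellipticine 6 µM median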
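material = 68-5-11 XiGFP fibroblast line | medium = DMEM plus 5-aza-dC sensitizer | schedule = 3 days compound exposure | benchmarks = positive control ellipticine, 6 µM final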
S100A4 MyoIIA: inhibitors of human S100A4 binding to myosin IIA peptide. P26447. inhibition, % at 10.7 µM. hit rate 0.14% among 360,000. S100A4/TAMRA-MyoIIA peptide fluorescence polarization;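 active = mean inhibition of at least 70% across replicates, with every replicate also reaching that level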
Target sequence (P26447 whole entry, looked up): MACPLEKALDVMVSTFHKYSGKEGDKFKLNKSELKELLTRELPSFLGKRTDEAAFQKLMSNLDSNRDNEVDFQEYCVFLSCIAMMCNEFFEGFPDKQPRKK
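Assay system: human S100A4 monomer with TAMRA-labelled myosin IIA peptide / Buffer or medium: Calcium-containing HEPES buffer, pH 7.2 / Reagent: TAMRA-labelled myosin IIA heavy-chain peptide probe, 5 nM / Compound: one dose per compound / Timing: polarization read 5 min after assay mix addition, stable 5–60 min / Benchmarks: neutral control DMSO, positive control TFP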
E-sel inducer: E-selectin induction on HUVECs; HUVEC E-selectin immunofluorescence imaging; normalized: neutral wells 0, TNF-alpha wells 100; activation, % at 7.58 µM; hit rate 0.37% among 260,000; AID 686992; P16581;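 active = mean E-selectin-positive cell signal at least 10% of the positive control, reached in at least 60% of replicates, without over 20% cell loss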;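 also: in these data hits start at about 27%; measured in HUVEC primary endothelial cells; signal is the percent of cells scored E-selectin positive by PE staining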
Target sequence (P16581 whole entry, looked up): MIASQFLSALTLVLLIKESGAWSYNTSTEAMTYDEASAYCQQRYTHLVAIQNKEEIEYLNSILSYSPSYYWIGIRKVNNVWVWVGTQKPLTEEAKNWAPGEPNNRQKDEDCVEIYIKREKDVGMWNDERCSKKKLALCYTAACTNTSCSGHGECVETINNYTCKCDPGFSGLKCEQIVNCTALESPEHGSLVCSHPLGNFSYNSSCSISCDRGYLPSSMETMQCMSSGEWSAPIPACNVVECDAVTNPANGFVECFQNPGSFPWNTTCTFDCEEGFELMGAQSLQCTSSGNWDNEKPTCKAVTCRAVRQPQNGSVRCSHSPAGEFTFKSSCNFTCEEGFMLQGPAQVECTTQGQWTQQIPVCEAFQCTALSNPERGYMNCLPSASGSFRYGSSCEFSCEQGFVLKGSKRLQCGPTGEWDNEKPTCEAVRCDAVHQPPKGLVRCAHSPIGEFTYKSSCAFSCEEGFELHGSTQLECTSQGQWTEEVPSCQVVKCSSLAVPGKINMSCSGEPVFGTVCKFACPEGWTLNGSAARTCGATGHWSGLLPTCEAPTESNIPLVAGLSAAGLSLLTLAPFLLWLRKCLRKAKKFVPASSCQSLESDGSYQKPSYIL
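material = human umbilical vein endothelial cells (HUVEC), E-selectin induction | quantity = 3,000 cells/well | medium = EGM-2 growth medium on 0.1% gelatin-coated wells | technique = immunofluorescence imaging | read-out basis = % PE-positive cells | control set = TNF-alpha positive control, DMSO neutral control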
RAD54 branch: RAD54 (human) branch migration inhibition | RAD54 Holliday junction branch migration, FAM/BHQ fluorescence | inhibition, % at 10.4 µM | hit rate 0.14% among 360,000;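 active = mean normalized replicate activity at least 40 and at least half of replicates scoring 40 or more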;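 also: 0% = median of neutral control wells and 100% = median of positive control wells; inhibitors cause a drop in the FAM fluorescence signal; in these data hits start at about 50%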
esBAF inh: inhibitors of esBAF chromatin remodeling in mouse ES cells | AID 602393 | reporter increase, % at 12.5 µM | Bmi1-luciferase knock-in reporter, 24 h; 100% = twice the neutral-well signal | hit rate 2% among 350,000; in the data active = activation above about 40%;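 also: 0% = median of the plate's neutral control wells and 100% = double that signal; a rise in the Bmi1 reporter signal indicates esBAF inhibition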
* = called active by the depositor; i = inactive; / = not tested or not shown.

1) COc1ccc2oc(C(=O)OCC(=O)N3CCCCC3C)c(C)c2c1 (configuration not stated)
2) Nc1ccc(OCCc2ccccc2)cc1
3) COc1ccc(N2CCN(C(CNC(=O)C(=O)NCCCn3ccnc3)c3ccco3)CC2)cc1 (configuration not stated)
4) C[n+]1ccc(/C=C/c2c[nH]c3ccc(F)cc23)cc1
5) CCCn1nnc(NC(=S)NC(=O)Cc2ccccc2)n1
6) CCCCCCCCCCCCCCCC(=O)OC(CC(=O)O)C[N+](C)(C)C (configuration not stated)
7) CCC(CC)C(=O)c1c[nH]c(C(=O)NN)c1
8) CN1C(=O)c2cc(NC(=O)c3cccc(F)c3)ccc2OC[C@H]2O[C@@H](CC(=O)N3CCc4ccccc4C3)CC[C@H]21

assay / compound	1	2	3	4	5	6	7	8
RAD52 inh	9.0	-4.0	19.2	i	-3.8	10.6	-23.3	-2.8
E-sel inducer	/	/	/	0.0	/	-0.4	-0.1	0.3
RAD54 branch	2.6	-12.6	/	-241.7	3.9	-7.0	/	0.0
ERAP1 HTS inh	-0.4	-2.2	0.7	3.8	2.8	9.6	-3.4	1.4
Xi reactivation	0.0	0.0	0.0	0.3	0.0	0.1	0.4	0.3
esBAF inh	24.6	31.5	/	7.6	-0.6	-1.4	/	-1.1
S100A4 MyoIIA	0.3	0.1	5.3	-1.1	-2.6	-1.2	-3.9	-8.8
ERp5 inh	-1.0	-3.3	1.5	2.0	-3.7	-13.2	-4.6	6.3

9) CN1C(=O)/C(=C/c2cc(C(C)(C)C)c(O)c(C(C)(C)C)c2)NC1=S
10) CC1(C(=O)NS(=O)(=O)c2ccccc2Cl)CCN1C(=O)c1ccccc1 (configuration not stated)
11) CC(C)NC(=O)N(C)C[C@@H]1OCCCC[C@@H](C)Oc2ccc(NC(=O)Nc3ccccc3)cc2C(=O)N([C@H](C)CO)C[C@@H]1C
12) CC1Cc2ccccc2N1C1=CC(=O)CC(C)(C)C1 (configuration not stated)
13) COc1cccc(S(=O)(=O)NCc2ccc(C(=O)Nc3ccc(Cl)cc3)cc2)c1
14) CNC(=O)C[C@@H]1CC[C@@H]2[C@H](COc3ccc(NC(=O)Nc4ccc(Cl)cc4)cc3C(=O)N2C)O1
15) CCCCCCNS(=O)(=O)c1ccc(NC(=O)C2CCCO2)cc1 (configuration not stated)
16) O=C(COC(=O)COc1cccc(C(F)(F)F)c1)NC1CCCC1

assay / compound	9	10	11	12	13	14	15	16
RAD52 inh	-22.3	-11.2	-1.5	-2.0	1.1	-4.7	-1.6	-8.0
E-sel inducer	/	0.3	/	/	-2.2	0.3	/	/
RAD54 branch	/	-4.3	-5.5	-1.8	/	0.9	-1.3	-1.4
ERAP1 HTS inh	-1.3	5.3	-0.6	1.5	9.9	-0.7	1.3	1.3
Xi reactivation	0.2	0.0	0.0	0.0	0.7	0.5	0.2	0.1
esBAF inh	/	-1.4	/	/	/	-0.5	/	/
S100A4 MyoIIA	0.8	9.2	9.4	1.2	-7.5	3.7	-6.8	-5.2
ERp5 inh	2.4	4.8	0.8	-2.3	6.1	-0.9	4.3	-1.4

Copied from above: entries 1 to 2
1) COc1ccc2oc(C(=O)OCC(=O)N3CCCCC3C)c(C)c2c1 (configuration not stated)
2) Nc1ccc(OCCc2ccccc2)cc1

assay / compound	1	2
RAD52 inh	9.0	-4.0
E-sel inducer	/	/
RAD54 branch	2.6	-12.6
ERAP1 HTS inh	-0.4	-2.2
Xi reactivation	0.0	0.0
esBAF inh	24.6	31.5
S100A4 MyoIIA	0.3	0.1
ERp5 inh	-1.0	-3.3

(continued)
17) COc1ccc(S(=O)(=O)N(C)C[C@@H]2Oc3ccc(NS(=O)(=O)c4ccc(C)cc4)cc3CC(=O)N([C@H](C)CO)C[C@H]2C)cc1
18) CSCCC1Nc2ccc(S(=O)(=O)N3CCOCC3)cc2NC1=O (configuration not stated)
19) C[C@@H]1CCCCO[C@H](CN(C)S(=O)(=O)c2cccs2)[C@@H](C)CN([C@H](C)CO)C(=O)c2cc(NC(=O)NC3CCCCC3)ccc2O1
20) CNC(=O)C[C@@H]1CC[C@@H]2[C@H](COC[C@H](O)CN2Cc2ccccc2F)O1
21) O=C1CCCC(=O)N1CCCCCCN1C(=O)CCCC1=O
22) C[C@H](CO)N1C[C@H](C)[C@@H](CN(C)C(=O)Nc2ccccc2)OCCCC[C@H](C)Oc2ccc(NS(=O)(=O)c3ccc(F)cc3)cc2C1=O
23) O=C(N/N=C/c1ccc[nH]1)c1ccccc1O
24) Cc1ccc(C(=O)NC2CCN(C(=O)NCc3ccccc3)CC2)cc1

assay / compound	17	18	19	20	21	22	23	24
RAD52 inh	/	-23.1	/	2.1	-4.6	/	-5.1	2.3
E-sel inducer	-0.6	-1.5	-0.1	0.3	0.2	0.0	0.4	-0.1
RAD54 branch	5.1	/	-3.0	3.2	/	-21.4	/	-8.2
ERAP1 HTS inh	/	-1.8	/	-0.7	-3.0	/	6.5	-3.0
Xi reactivation	-1.0	0.2	0.1	0.3	0.1	0.3	-0.3	0.0
esBAF inh	-4.2	/	-4.3	4.8	/	0.7	/	2.2
S100A4 MyoIIA	/	1.7	/	13.0	0.3	/	-3.2	2.3
ERp5 inh	/	-1.2	/	2.9	-3.9	/	7.6	-0.6

Another view of some results above:
entry	mol	RAD52 inh	E-sel inducer	RAD54 branch	ERAP1 HTS inh	Xi reactivation	esBAF inh	S100A4 MyoIIA	ERp5 inh
21	O=C1CCCC(=O)N1CCCCCCN1C(=O)CCCC1=O	-4.6	0.2	/	-3.0	0.1	/	0.3	-3.9
20	CNC(=O)C[C@@H]1CC[C@@H]2[C@H](COC[C@H](O)CN2Cc2ccccc2F)O1	2.1	0.3	3.2	-0.7	0.3	4.8	13.0	2.9
18	CSCCC1Nc2ccc(S(=O)(=O)N3CCOCC3)cc2NC1=O (configuration not stated)	-23.1	-1.5	/	-1.8	0.2	/	1.7	-1.2
17	COc1ccc(S(=O)(=O)N(C)C[C@@H]2Oc3ccc(NS(=O)(=O)c4ccc(C)cc4)cc3CC(=O)N([C@H](C)CO)C[C@H]2C)cc1	/	-0.6	5.1	/	-1.0	-4.2	/	/
24	Cc1ccc(C(=O)NC2CCN(C(=O)NCc3ccccc3)CC2)cc1	2.3	-0.1	-8.2	-3.0	0.0	2.2	2.3	-0.6
23	O=C(N/N=C/c1ccc[nH]1)c1ccccc1O	-5.1	0.4	/	6.5	-0.3	/	-3.2	7.6

Additional structures follow:
25) CC(C)(C)C(=O)NC(=S)Nc1sc2c(c1C(N)=O)CCC2
26) O=C(CCNS(=O)(=O)c1ccc2ccccc2c1)NCCOc1ccccc1
27) COC(=O)[C@H]1C[C@H]2[C@@H]3CC[C@H]4C[C@@H](OC)CC[C@]4(C)[C@H]3CC[C@]2(C)[C@@]2(CCCO2)O1
28) CN(CC(=O)Nc1ccccc1Cl)C(=O)c1cc(-c2cccs2)nn1-c1ccccc1
29) COc1ccc(NC(=O)N2CCCCN3[C@H](CO)[C@H](c4ccc(C#Cc5ccccn5)cc4)[C@@H]3C2)cc1
30) Cc1c(OC(C)C(=O)NCc2ccccn2)ccc2c3c(c(=O)oc12)CCCC3 (configuration not stated)
31) O=C(Nc1nc2c(s1)CN(Cc1ccccc1)CC2)C1CCC1
32) C[C@H](CO)N1C[C@H](C)[C@@H](CN(C)CC2CCCCC2)Oc2ccc(NC(=O)Cc3ccccc3)cc2C1=O

assay / compound	25	26	27	28	29	30	31	32
RAD52 inh	-20.1	-14.1	-10.0	-4.1	/	-17.6	-3.5	7.7
E-sel inducer	0.4	/	0.5	/	-0.2	-0.2	/	/
RAD54 branch	11.8	/	-3.8	15.9	0.2	4.9	0.2	20.6
ERAP1 HTS inh	2.4	-2.8	-1.7	-0.9	0.4	0.0	8.1	0.4
Xi reactivation	0.0	0.2	-0.2	0.5	0.4	0.0	0.5	-0.9
esBAF inh	2.6	-8.6	-4.2	/	3.6	5.8	20.5	0.9
S100A4 MyoIIA	-2.3	-1.7	-7.0	-1.4	6.8	-1.5	0.5	-0.2
ERp5 inh	5.0	-0.7	1.2	-2.1	4.9	7.7	5.2	11.5

33) CCCCNC(=O)C1(C)CCCCN1CC(=O)c1ccc(OC)cc1 (configuration not stated)
34) CN1C(=O)c2cc(NC(=O)Cc3ccccc3)ccc2OC[C@@H]2O[C@H](CC(=O)NCC3CC3)CC[C@@H]21
35) COc1cc(C(=O)OCC(=O)Nc2cc(-c3cc(C)c(C)cc3C)nn2-c2ccccc2)cc(OC)c1OC
36) COc1cccc(CNC(=O)[C@@H]2CCCN2C(=O)[C@@H]2CCCN2C(=O)c2c(F)cccc2F)c1
37) O=C(CN1C(=O)COc2ccc(S(=O)(=O)N3CCCC3)cc21)N1CCCC1
38) CC(C)c1ccc2[nH]c3c(c2c1)[C@@H]1CCN2C(=O)CCC[C@H](C3)[C@H]12
39) O=C(OCc1nnc(-c2ccccc2)o1)C1CC(=O)N(c2ccccc2)C1 (configuration not stated)
40) CSC1=NCCN1C(=O)Cc1ccc(F)cc1

assay / compound	33	34	35	36	37	38	39	40
RAD52 inh	-84.2	-9.9	-17.2	2.2	-2.7	-12.1	-11.3	-12.4
E-sel inducer	-0.2	0.1	0.3	0.9	0.0	-0.1	-0.2	0.1
RAD54 branch	0.7	3.4	/	/	6.8	4.6	-9.5	10.8
ERAP1 HTS inh	1.4	-0.1	-2.7	/	4.4	4.3	2.7	-0.2
Xi reactivation	0.1	0.2	0.1	0.1	0.1	0.1	0.0	0.1
esBAF inh	12.4	-4.3	/	/	/	80.9*	-0.8	-2.8
S100A4 MyoIIA	1.4	-1.0	-5.5	-0.5	-2.6	-8.6	-0.4	0.2
ERp5 inh	-5.8	-1.1	3.6	3.9	4.7	-6.0	1.4	-1.4

41) COc1cccc(NC(=O)N(C)C[C@@H]2Oc3cc(-c4ccccc4F)ccc3S(=O)(=O)N([C@@H](C)CO)C[C@H]2C)c1
42) O=C(CCn1c(=O)oc2cc(Cl)ccc21)Nc1ccc(N2CCOCC2)cc1
43) O=C1CCCC(=O)C1C(=O)C1CCN(S(=O)(=O)c2ccccc2)CC1
44) COc1ccc(C#Cc2ccc3c(c2)[C@H]2[C@H](CCN2Cc2ccncc2)[C@H](CO)N3)cc1

assay / compound	41	42	43	44
RAD52 inh	24.8	-7.2	-7.0	46.5
E-sel inducer	0.6	/	/	2.4
RAD54 branch	-10.7	2.6	/	/
ERAP1 HTS inh	2.8	-0.9	4.1	1.1
Xi reactivation	-0.1	0.1	0.1	0.3
esBAF inh	3.8	-5.7	/	/
S100A4 MyoIIA	-7.3	4.7	-3.7	-1.0
ERp5 inh	0.0	-2.1	2.8	-4.1

Screening results: PubChem BioAssay, Broad Institute
